Bioassay records: PubChem, several laboratories
HIV fusion peptide: cell-free HIV fusion peptide-binding blockers – biochemical, uHTS, fluorescence dequenching, primary screen (AID 1986). cell-free peptide binding, fluorescence dequenching, 30 min; higher % means a stronger effect. 0.3% of 290,000 active. one-dose inhibition, % at 20 µM; IC50 in µM for titrated hits; in the data active means inhibition mostly above about 52%, no sharp cut-off; inactive means mostly below about 76%; further: some results filed as inactive read as strong as hits
WT yeast gro inh: growth inhibition of WT yeast, mitochondrial fusion screen. inhibition, % at 10 µM. 2.1% of 190,000 active. mitochondrial fusion phenotypic screen, WT strain; in the data active means inhibition above about 58%; tested in S. cerevisiae
Autophagy mod: alters autophagy in cells; MEF GFP-LC3 puncta imaging; test concentration mostly 10 µM; 0.98% of 190,000 active; calls only at 10 µM (by protocol);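 active means percentage of spot-positive cells more than 3 SD above its plate mean, without a fluorescence outlier flag or 80% toxicity; inconclusive means no clear call, values can overlap the other calls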;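 further: spot-positive cell cutoff set from DMSO-treated cells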
Dynein transport: blocks dynein driven cargo transport along microtubules. 0.47% of 220,000 active. z-score, hits read low. 3617.4 mouse cells, GR-EGFP nuclear translocation imaging; test concentration mostly 20 µM; stimulated with dexamethasone, 1 µM; hits give low values;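 active means plate z-score of nuclear minus cytoplasmic receptor signal below a set negative limit, without overly bright fluorescence or cell loss, cut at about -3.5 in these data, passing the limit was not always enough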;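 further: z-score of nuclear minus cytoplasmic ring GR-EGFP intensity difference per well; some compounds called inactive have numbers as strong as hits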
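Buffer or medium: tetracycline-free induction medium containing charcoal-stripped FBS / Reagent: dexamethasone agonist, 1.0 µM final, for 30 min / Technique: automated 10x imaging of fixed Hoechst-stained cells / Times: induction 48 h, compound 1 h, agonist 30 min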
Yfh1-depleted yeast: mitochondrial function rescue without frataxin homolog – Friedreich's ataxia, plus single-dose screen, dose response (AID 1465). S. cerevisiae Yfh1-off respiration, WST-1 reduction, 72 h; higher fold induction means a stronger effect. fold induction at 50 µM, or EC50 in µM where a hit was titrated. 0.074% of 220,000 active;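 active means fold induction of absorbance versus untreated yeast above a set limit, then at least 30% activation at any dose in follow-up; inconclusive means repeats straddling the limit, or above it without dose testing; inactive means fold induction below the set limit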;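 further: activators that raise dye reduction in frataxin-depleted yeast; strong numbers were not always called active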
Insulin prom up: MIN6 insulin promoter up-regulation. AID 1625. MIN6 insulin promoter-GFP reporter, high-content imaging; hits give high values. 0.3% of 190,000 active. z-score at 5 µM;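 active means z-score above 3 at 5 µM with at least 500 cells counted in the well; inconclusive means wells under 500 cells, flagged as cytotoxic or low count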
AID2073: disruptors of CaV2.2 binding to Mint1 – biochemical, HTRF (AID 2073) | HTRF protein-protein interaction, Mint1-CaV2.2; higher % means a stronger effect | one-dose inhibition, % at 20 µM; IC50 in µM for titrated hits | 0.19% of 290,000 active; in the data active means inhibition mostly above about 51%, no sharp cut-off; inconclusive means no clear call, values can overlap the other calls; inactive means mostly below about 53%; further: some results filed as inactive read as strong as hits
MT stabilizer: microtubule stabilizers in HeLa cells | 0.83% of 200,000 active | HeLa tubulin immunostaining HCS, 24 h; share of cells brighter than vehicle mean+2SD | % tubulin-high responders, % at 10 µM;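 active means plate Z-score above 3 for both tubulin-high and condensed-nucleus cell shares, with cell loss under 80%, at 10 µM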;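 further: anti alpha tubulin signal scored within the nucleus-defined area of each cell; some results filed as inactive read as strong as hits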
bCat nuc transl: beta-catenin nuclear translocation modulation; HeLa beta-catenin nuclear translocation, immunofluorescence imaging; 0.3% of 190,000 active; AID 1665; nuclear translocation activity, % at 5 µM;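 active means nuclear translocation activity above 50% at 5 µM, with a well cell count of 50 or more; inconclusive means wells under 50 cells across six images, flagged as toxic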;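 further: per-cell ratio of nuclear to cytoplasmic median beta-catenin stain intensity; plate controls were DMSO negative control for no effect and GSK-3 inhibitor IX positive control for full effect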
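Technique: fluorescence imaging of beta-catenin antibody stain plus DAPI / Material: human HeLa cell line / Incubation: compound treatment 24 h, 37°C, 5% CO2 / Read-out basis: % activation of per-cell nuclear versus cytoplasmic median beta-catenin signal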
WT yeast gro inh mutant strain: further read-out of WT yeast gro inh, marked with its call; inhibition, %; mitochondrial fusion phenotypic screen, mutant strain inhibition
Dynein transport cytoplasmic EGFP: also measured in Dynein transport; calls as there; z-score; measured here: cytoplasmic GR-EGFP intensity; hits give high values
Dynein transport nuclear GR-EGFP: further read-out of Dynein transport, marked with its call; z-score; measured here: nuclear GR-EGFP intensity;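 lower value marks the stronger effect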
Dynein transport cell count: also measured in Dynein transport; calls as there; z-score; measured here: cell count per field
Insulin prom up cell count: second read-out of Insulin prom up, no call of its own (marks repeat the call); cell count; measured here: cytotoxicity, nuclei count;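 total cells summed across four imaged fields per well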
bCat nuc transl cell count 5 µM: further read-out of bCat nuc transl, marked with its call; cell count; measured here: cell count, cytotoxicity flag
MT stabilizer Hoechst-high %: further read-out of MT stabilizer, marked with its call; % Hoechst-high responders; measured here: nuclear condensation Hoechst responders;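 share of cells brighter than vehicle mean plus two SD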
MT stabilizer cytotoxicity %: recorded beside MT stabilizer, whose call it bears; toxicity, %; measured here: cytotoxicity by cell density;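 0% = mean cell density of plate MIN control wells and 100% = no cells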
Autophagy mod cell loss 18 h: recorded beside Autophagy mod, whose call it bears; toxicity, %; measured here: cell loss, nuclei count;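 cell loss after 18 h compound exposure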
The depositor's hits bear a star; i = inactive; ? = inconclusive; · = no result given.

The first two entries, to show the layout:
molecule,HIV fusion peptide,WT yeast gro inh,WT yeast gro inh mutant strain,Autophagy mod,Autophagy mod cell loss 18 h,Dynein transport,Dynein transport cytoplasmic EGFP,Dynein transport nuclear GR-EGFP,Dynein transport cell count,Yfh1-depleted yeast,Insulin prom up,Insulin prom up cell count,AID2073,MT stabilizer,MT stabilizer Hoechst-high %,MT stabilizer cytotoxicity %,bCat nuc transl,bCat nuc transl cell count 5 µM
COc1ccc(CC(=O)OCC(=O)Nc2ccc(Br)cc2)cc1,0.4%,4.2,9.1,i,1.1,0.0736,0.778,0.404,0.0995,i,0.06,1247,6.6%,7.0,2.3,7.5,-0.1,1098
Cc1ccc(CNC(=S)N(C)C)cc1,0.6%,·,·,·,·,-0.687,-0.236,0.204,0.928,·,-0.13,1124,-15.3%,·,·,·,-1.3,1381

The whole of this part (from the top)
molecule,HIV fusion peptide,WT yeast gro inh,WT yeast gro inh mutant strain,Autophagy mod,Autophagy mod cell loss 18 h,Dynein transport,Dynein transport cytoplasmic EGFP,Dynein transport nuclear GR-EGFP,Dynein transport cell count,Yfh1-depleted yeast,Insulin prom up,Insulin prom up cell count,AID2073,MT stabilizer,MT stabilizer Hoechst-high %,MT stabilizer cytotoxicity %,bCat nuc transl,bCat nuc transl cell count 5 µM
COc1ccc(CC(=O)OCC(=O)Nc2ccc(Br)cc2)cc1,0.4%,4.2,9.1,i,1.1,0.0736,0.778,0.404,0.0995,i,0.06,1247,6.6%,7.0,2.3,7.5,-0.1,1098
Cc1ccc(CNC(=S)N(C)C)cc1,0.6%,·,·,·,·,-0.687,-0.236,0.204,0.928,·,-0.13,1124,-15.3%,·,·,·,-1.3,1381
CCN(CC)C(=O)c1cn(C)c(=O)c2cc(OC)c(OC)cc12,1.7%,10.7,9.4,i,10.2,0.0297,-0.218,0.43,0.244,i,-0.17,1298,-0.1%,3.0,1.4,4.1,1.0,936
COc1cc(OC)c(C2N(c3ccccn3)C(=O)C3CCCN32)cc1OC (stereo not drawn),11.0%,2.5,-7.1,i,2.4,-0.276,-0.349,-0.129,0.199,i,1.39,1396,-4.6%,3.7,2.7,2.1,-3.7,929
CCOC(=O)c1cccc(NC(=O)CNS(=O)(=O)c2cccs2)c1,1.6%,-6.8,2.9,i,1.4,-1.03,-0.243,-0.33,0.202,i,-0.13,1181,3.6%,1.8,1.9,4.6,-2.8,1191
COC(=O)Nc1ccc(Cc2ccncc2)cc1,1.6%,5.5,1.1,i,5.4,-0.596,-0.226,-0.24,0.519,i,-0.42,1558,8.4%,2.8,1.6,13.9,-3.1,1063
OCCN1CCN(c2nc(NCc3ccco3)c3ccccc3n2)CC1,2.0%,-12.8,-8.7,i,-10.5,-0.474,-0.238,0.0114,-0.366,i,·,·,11.1%,3.1,1.4,1.8,0.4,1178
COC(=O)c1oc2ccc(Br)cc2c1NC(C)=O,-2.4%,6.6,9.3,·,·,-1.12,-0.209,-0.454,0.581,i,-0.74,2125,12.8%,3.2,3.1,11.0,-1.2,1062
COc1ccc(C2CC(c3ccccc3)=NN2C(=O)COC(=O)c2cccc(S(=O)(=O)N(C)C)c2)cc1 (stereo not drawn),-0.1%,-5.2,-21.9,i,0.6,0.173,-0.232,0.378,1.06,i,-0.61,1378,30.9%,3.0,2.4,6.3,-3.3,1104
O=C1N/C(=N\N=C\c2ccccn2)SC1Cc1cccc(SC(F)F)c1 (stereo not drawn),0.0%,9.6,-23.5,i,21.2,-0.811,-0.211,-0.502,0.127,?,·,·,-5.0%,0.4,0.2,9.9,·,·
CCOc1ccccc1NC(=O)c1cc(Cl)ccc1NC(=O)c1ccco1,-2.3%,18.6,18.2,i,2.2,2.45,0.188,2.74,-3.16,i,-0.01,1256,13.1%,3.1,1.4,0.4,·,·
CCn1c(Cc2c(C)[nH]c3ccccc23)n[nH]c1=S,-2.2%,-3.2,-29.1,i,-1.1,-0.696,-0.228,-0.523,-0.146,i,-0.07,1386,-18.6%,4.3,2.9,6.3,·,·
COC(=O)c1ccc(Oc2nc(C)cc(Oc3ccccc3)n2)cc1,-1.5%,12.4,-2.5,i,-0.9,-0.236,-0.152,0.258,1.75,i,·,·,-2.2%,3.5,2.2,20.0,-2.2,1145
CCNC(=O)N1C(=O)C2(OCCO2)c2cc(Br)ccc21,3.2%,-2.6,14.3,i,4.2,0.156,-0.217,-0.0649,0.368,i,-0.3,1189,?,1.8,2.3,2.1,0.8,1151
C=CCNC(=O)CSc1nnc(-c2cccs2)o1,0.8%,-5.6,-6.6,i,6.3,-1.07,-0.184,0.276,1.35,i,-0.56,1533,-5.9%,2.5,2.1,7.9,-1.5,783
Cc1cc(C)cc(NC(=O)CN2CCN(CCN=CC3=C(O)CC(c4ccc(Cl)cc4)CC3=O)CC2)c1 (stereo not drawn),0.8%,8.9,-11.1,i,-16.7,-0.863,-0.295,-0.878,1.26,i,0.15,1503,-11.0%,3.2,1.9,9.7,0.2,1482
CC(CN1CCOCC1)OC(=O)Cc1ccc(Cl)cc1 (stereo not drawn),-1.7%,-9.1,2.9,i,17.1,-0.796,-0.27,-0.272,0.557,i,1.38,1298,9.9%,2.3,1.5,1.6,-0.4,1115
O=C(CNC(=O)OCc1ccccc1)NC1CCCCCCC1,-1.6%,0.5,-7.0,i,-2.0,-0.133,-0.223,0.0957,-0.0281,i,0.6,1120,0.9%,4.3,2.5,5.3,-3.8,514
COc1cccc(CN2CCNC(=O)C2CC(=O)O)c1OC (stereo not drawn),-1.3%,13.1,3.2,i,-3.5,-0.307,-0.211,0.0294,0.144,i,-0.18,1290,10.1%,2.3,4.9,8.2,-4.0,1232
COC(=O)C1C(O)=CC(=O)CC1C (stereo not drawn),10.3%,-17.5,-0.1,i,3.6,0.62,-0.282,0.777,-0.0283,i,0.3,1262,9.7%,9.2,39.4,98.5,-0.3,1124
CCOC(=O)NC1(Nc2ccc(C)cc2)Oc2ccccc2O1,6.9%,11.0,0.1,i,6.2,-0.531,-0.0822,-0.243,0.221,i,0.01,1357,-67.1%,5.1,3.0,8.2,1.1,1003
O=C(Oc1c(-c2ccccc2)oc2ccccc2c1=O)c1ccccc1,-2.6%,0.9,8.0,i,-30.9,0.41,0.148,0.725,0.564,·,0.32,1583,6.1%,3.4,3.6,6.4,-1.5,1417
CCCC(=O)Nc1nnc(C2CCCO2)s1 (stereo not drawn),-1.2%,5.0,13.6,i,-8.4,0.253,-0.155,0.429,-0.145,i,1.17,1651,0.8%,1.9,1.6,1.5,5.4,874
Cc1cccc(C)c1NC(=O)c1ccc(-n2cncn2)nc1,0.7%,-5.3,2.6,i,5.9,-0.564,0.101,-0.41,0.277,i,0.19,1862,6.4%,2.8,2.3,7.8,4.9,986
COc1ccccc1/C=C/C(=C1/C(=O)N(c2ccccc2)N=C1C)c1ccc(C)cc1,-0.3%,2.8,1.4,i,6.3,-0.644,-0.28,-0.692,1.17,i,-0.02,1511,-1.9%,2.9,1.8,8.3,-1.3,1107
CC(C)(CC(=O)O)Cc1nc(-c2ccc(Cl)cc2)no1,0.1%,-10.9,0.4,·,·,0.897,-0.213,0.465,-0.245,i,-0.07,915,-1.3%,3.1,2.4,5.0,·,·
CC1(C)C2CC=C(/C=N/NC(=O)c3ccc(O)cc3)C1C2 (stereo not drawn),1.1%,0.4,8.2,i,10.4,0.925,-0.214,0.464,-0.401,i,0.05,1488,1.5%,4.7,2.4,4.5,-1.9,1095
COC(=O)c1c(NC(=O)CC2Sc3ccc(C(F)(F)F)cc3NC2=O)sc(C)c1C (stereo not drawn),2.1%,2.6,-20.1,i,-39.1,-0.499,-0.305,0.659,0.164,i,-0.52,2055,-1.9%,2.4,2.2,3.9,-0.9,940
CC(=O)Nc1ccc(/C(C)=N/NS(=O)(=O)c2ccc(C)cc2)cc1,-2.4%,10.7,18.1,i,5.4,1.25,-0.162,0.234,-1.23,·,-0.03,1548,2.6%,2.0,1.2,0.3,0.1,1327
Cc1cc(=O)oc(C)c1C(=O)NCCCN1CCN(c2ccc(F)cc2)CC1,-3.8%,20.4,-7.8,i,-11.7,0.384,0.137,0.3,-0.952,i,0.88,1435,-6.2%,1.8,2.3,12.0,-0.5,1394
CCCc1ccc(OCC(=O)NNC(=S)NC(=O)c2ccco2)cc1,11.4%,87.8,88.2,i,1.4,0.2,0.914,0.26,-0.282,i,-0.34,879,-15.5%,1.9,0.7,6.0,0.2,1207
O=c1c2ccccc2nc(-c2ccccc2)n1Cc1ccccc1,-0.9%,4.7,3.1,i,9.8,-0.548,-0.162,-0.408,0.395,i,-0.04,1325,18.1%,3.0,1.7,8.3,-0.9,548
Cc1cc(C)n(CCN(C)c2nc3nonc3nc2NC2CC2)n1,-0.6%,-12.5,8.2,i,11.8,0.425,-0.201,0.303,-0.607,i,-0.46,1495,8.0%,1.9,1.8,6.9,0.3,997
CCCCOc1ccc(C(=O)Nc2cccc(C)n2)cc1,0.4%,27.1,-29.2,i,4.7,-0.535,-0.246,-0.0807,0.912,·,-0.52,1453,-7.7%,2.5,3.8,6.9,0.5,1373
COc1cccc(-n2c(C)nc3c(cnn3-c3ccc(Cl)cc3)c2=O)c1,0.8%,4.2,10.2,i,10.5,0.879,-0.0769,0.341,-0.0268,i,-0.01,1303,-4.9%,2.3,1.4,5.1,·,·
CC(=O)Nc1cccc(NC(=O)CSc2nnnn2C(C)C)c1,-2.0%,-5.9,15.8,i,0.9,-0.229,-0.254,0.241,1.18,i,·,·,2.8%,2.0,1.6,16.3,0.3,1020
